inhibitors of VEEV: inhibitors of VEEV TC-83 cytopathic effect, confirmation, Vero cells (AID 588727). Vero cells, VEEV TC-83 cytopathic effect inhibition; higher % means a stronger effect. inhibition, % at 20 µM; hits with a dose series show IC50 in µM. hit rate 0.13% among 350,000; in the data active = a potency from the dose series; inconclusive = inhibition mostly from about 14% at the one dose, without a potency; inactive = the rest, 99 in 100 with inhibition below about 12%; also: strong numbers were not always called active
H37Rv inhibition: M. tuberculosis growth inhibition, HTS (AID 449762); M. tuberculosis H37Rv growth inhibition, 7H9 media; higher % means a stronger effect; one-dose inhibition, % at 25 µM; IC50 in µM for titrated hits; hit rate 0.59% among 330,000; in the data active = a potency from the dose series; inconclusive = inhibition above about 70% without an active follow-up result;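 also: bacterial growth assessed after seven days of incubation; strong numbers were not always called active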
influenza NS1A: H1N1 influenza NS1A inhibitors, functional cell based assay (AID 504329); NS1A functional cell-based assay, percent inhibition; higher % means a stronger effect; inhibition, % at 12.5 µM, or IC50 in µM where a hit was titrated; hit rate 0.3% among 340,000; in the data active = a potency from the dose series; inconclusive = inhibition above about 27% without an active follow-up result; also: strong numbers were not always called active
tuberculosis growth: growth inhibition of non-replicating M. tuberculosis (AID 488890) | Mycobacterium tuberculosis non-replicating, growth inhibition; higher % means a stronger effect | one-dose inhibition, % at 25 µM; IC50 in µM for titrated hits | hit rate 0.39% among 320,000; in the data active = a potency from the dose series; inconclusive = inhibition mostly from about 82% at the one dose, without a potency; inactive = the rest, 99 in 100 with inhibition below about 76%;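 also: plate controls were DMSO cells for no effect and high antibiotic wells for full effect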
PhoP GFP inhibition: PhoP regulon inhibitors, Salmonella typhi PhoP promoter GFP reporter, confirmatory (AID 1850) | inhibition, % at 50 µM, or IC50 in µM where a hit was titrated | Salmonella Typhi PhoP-promoter GFP reporter, fluorescence, 4 h; higher % means a stronger effect | hit rate 0.33% among 310,000; in the data active = a potency from the dose series; inconclusive = inhibition mostly from about 25% at the one dose, without a potency; inactive = the rest, 99 in 100 with inhibition below about 19%;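 also: 0% = induced wells with vehicle and 100% = uninduced wells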
inhibitors of VEEV 10K pilot screen: second read-out of inhibitors of VEEV, no call of its own (marks repeat the call); inhibition, %; measured here: 10K pilot screen inhibition
Numbers without * were called inactive.

Start of the listing, in advance, four compounds:
N#CC1=C(N)OC2=C(C(=O)CCC2)C1c1ccoc1 (stereo unspecified) was read as inhibitors of VEEV 1.8%, H37Rv inhibition -3.2%, tuberculosis growth -8.8% and PhoP GFP inhibition 1.6%.
O=C(NC1CC2CCCC(C1)N2S(=O)(=O)c1ccccc1)C1CCCCC1 (stereo unspecified) was read as inhibitors of VEEV 0.6%, H37Rv inhibition -9.2%, influenza NS1A 4.8%, tuberculosis growth 5.4% and PhoP GFP inhibition 9.0%.
Screening O=S(=O)(Nc1ccccc1N1CCOCC1)c1cccs1 returned inhibitors of VEEV 2.6%, H37Rv inhibition 0.5%, influenza NS1A -7.8% and tuberculosis growth 14.0%.
Screening C#CCOCCOCCOCCNc1nc(N2CCN(C(=O)C([C@@H](C)CC)n3cc(C(N)COC(=O)C(F)(F)F)nn3)CC2)nc(N2CCN(C(=O)[C@H](Cc3ccc(O)cc3)n3cc(C(N)[C@H](C)CC)nn3)CC2)n1 (stereo partly specified) returned H37Rv inhibition -0.2%, tuberculosis growth 29.1% and PhoP GFP inhibition -0.6%.

This part in full, repeating the preview:
N#CC1=C(N)OC2=C(C(=O)CCC2)C1c1ccoc1 (stereo unspecified) was read as inhibitors of VEEV 1.8%, H37Rv inhibition -3.2%, tuberculosis growth -8.8% and PhoP GFP inhibition 1.6%.
O=C(NC1CC2CCCC(C1)N2S(=O)(=O)c1ccccc1)C1CCCCC1 (stereo unspecified) was read as inhibitors of VEEV 0.6%, H37Rv inhibition -9.2%, influenza NS1A 4.8%, tuberculosis growth 5.4% and PhoP GFP inhibition 9.0%.
Screening O=S(=O)(Nc1ccccc1N1CCOCC1)c1cccs1 returned inhibitors of VEEV 2.6%, H37Rv inhibition 0.5%, influenza NS1A -7.8% and tuberculosis growth 14.0%.
Screening C#CCOCCOCCOCCNc1nc(N2CCN(C(=O)C([C@@H](C)CC)n3cc(C(N)COC(=O)C(F)(F)F)nn3)CC2)nc(N2CCN(C(=O)[C@H](Cc3ccc(O)cc3)n3cc(C(N)[C@H](C)CC)nn3)CC2)n1 (stereo partly specified) returned H37Rv inhibition -0.2%, tuberculosis growth 29.1% and PhoP GFP inhibition -0.6%.
`O=C(c1ccco1)c1cn(CC(=O)N2CCCc3ccccc32)c2ccccc12` gave inhibitors of VEEV 6.1%, H37Rv inhibition -3.4%, influenza NS1A -0.9%, tuberculosis growth 16.5% and PhoP GFP inhibition -0.9%.
Screening Cc1ccc(S(=O)(=O)/N=S(/c2ccccc2)C(C)C)cc1 (stereo unspecified) returned inhibitors of VEEV 1.7%, H37Rv inhibition -0.2%, influenza NS1A -20.7%, tuberculosis growth 3.5% and PhoP GFP inhibition 11.5%.
CN(Cc1nc2ccccc2c(=O)[nH]1)C(=O)c1ccc(NC(=O)CSc2nnnn2C)cc1 was read as inhibitors of VEEV 0.4%, H37Rv inhibition -17.0%, influenza NS1A -1.2% and tuberculosis growth 9.1%.
CCOCCCn1c(SCc2nc3ccccc3s2)nc2ccccc2c1=O was read as inhibitors of VEEV 13.5%, H37Rv inhibition 6.6%, influenza NS1A -18.1%, tuberculosis growth 45.3% and PhoP GFP inhibition 0.0%.
Screening CCCCNC(=S)NCCN1CCN(C(=S)NCCCC)CC1 returned inhibitors of VEEV 0.8%, H37Rv inhibition -5.2%, influenza NS1A 9.7%, tuberculosis growth inconclusive and PhoP GFP inhibition 8.6%.
For CCOC(=O)C1=C(COC(=O)C2CC(=O)N(c3ccc(CC)cc3)C2)NC(=O)NC1C (stereo unspecified) the results were inhibitors of VEEV inactive, H37Rv inhibition 4.3%, influenza NS1A -1.1% and tuberculosis growth 0.3%.
CCN(CC)S(=O)(=O)c1cc(C(=O)Nc2cc(S(=O)(=O)N3CCOCC3)ccc2N2CCN(C)CC2)ccc1C was read as inhibitors of VEEV 6.6% and influenza NS1A -0.5%.
For O=C(COc1ccccc1Cl)N1CCN(c2ccccn2)CC1 the results were inhibitors of VEEV 3.7%, H37Rv inhibition 7.1%, influenza NS1A 0.2%, tuberculosis growth 18.5% and PhoP GFP inhibition 3.0%.
For CN1CCN(C(=O)C2=C[C@H](c3csc4ccccc34)C[C@H](OCCCCO)O2)CC1 the results were inhibitors of VEEV inactive, H37Rv inhibition 2.1%, influenza NS1A -2.2%, tuberculosis growth 10.9%, PhoP GFP inhibition -3.1% and inhibitors of VEEV 10K pilot screen 0.6.
`COc1cc(C(C)=O)ccc1OCC(O)CN1CCN(c2c(C)cccc2C)CC1` (stereo unspecified) gave inhibitors of VEEV 1.3%, H37Rv inhibition 52.5%, influenza NS1A -21.9%, tuberculosis growth 32.0% and PhoP GFP inhibition 9.0%.
For Cc1ccc(Nc2nnc(SCC(=O)Nc3cccc(S(=O)(=O)NC4=NCCCCC4)c3)s2)cc1 the results were inhibitors of VEEV 6.7%, H37Rv inhibition 4.1%, influenza NS1A 1.2%, tuberculosis growth 5.3% and PhoP GFP inhibition -6.2%.
`Nc1ccn(Cc2ccccc2)n1` gave inhibitors of VEEV inactive, H37Rv inhibition 1.7%, influenza NS1A -3.9%, tuberculosis growth -0.5% and PhoP GFP inhibition -14.9%.
CCCCOc1ccc(NC(=O)CCSc2nccn2C)cc1 was read as inhibitors of VEEV 0.6%, H37Rv inhibition -17.5%, influenza NS1A 3.0%, tuberculosis growth 15.3% and PhoP GFP inhibition 2.8%.
For O=C(CN1C(=O)S/C(=C\c2ccccc2F)C1=O)NCCCn1ccnc1 the results were inhibitors of VEEV 0.8%, H37Rv inhibition 3.1%, influenza NS1A 1.8%, tuberculosis growth -5.5% and PhoP GFP inhibition 9.4%.
`CCN(CC)C(=O)CSc1nnc(-c2cccs2)n1Cc1ccco1` gave inhibitors of VEEV 1.5%, H37Rv inhibition 2.8%, influenza NS1A 9.3%, tuberculosis growth -4.3% and PhoP GFP inhibition 5.8%.
For COc1ccc(/C(C)=N/NC(=O)Cc2c(C)nc(C)[nH]c2=O)cc1 the results were inhibitors of VEEV inactive, H37Rv inhibition 2.4%, influenza NS1A -9.5%, tuberculosis growth -1.8% and PhoP GFP inhibition 16.8%.
`N#Cc1ccc(NC(=O)COC(=O)CCc2nc3ccccc3c(=O)[nH]2)cc1` gave inhibitors of VEEV 0.4%, H37Rv inhibition -0.9%, influenza NS1A 1.0%, tuberculosis growth -4.6% and PhoP GFP inhibition 2.8%.
`O=C(CCS(=O)(=O)Cc1ccccc1F)NCCc1ccc(Cl)cc1` gave inhibitors of VEEV 0.5%, H37Rv inhibition -6.1%, influenza NS1A -11.5%, tuberculosis growth 10.7% and PhoP GFP inhibition 4.2%.
Cc1ccc(-c2nc3ccccc3o2)cc1NC(=S)NC(=O)c1cc2ccccc2o1 was read as inhibitors of VEEV 9.5%, H37Rv inhibition -2.6%, influenza NS1A -8.1%, tuberculosis growth 12.2% and PhoP GFP inhibition -9.6%.
Screening COc1cccc(CCNC(=O)COc2cccc3c2OC(C)(C)C3)c1 returned inhibitors of VEEV 9.3%, H37Rv inhibition 5.8%, influenza NS1A -8.0%, tuberculosis growth 10.3% and PhoP GFP inhibition 4.4%.
For O=C(COC(=O)c1cc(=O)[nH]c2ccccc12)NCCc1ccccc1 the results were inhibitors of VEEV 1.9%, H37Rv inhibition -3.5%, influenza NS1A -5.9% and tuberculosis growth -6.5%.
`COC(CNC(=O)c1c[nH]c2ccc(S(=O)(=O)N3CCC4(CC3)OCCO4)cc2c1=O)OC` gave inhibitors of VEEV 0.2%, H37Rv inhibition -3.5%, influenza NS1A 1.1%, tuberculosis growth 0.0% and PhoP GFP inhibition 1.4%.
C=CC(C)(C)c1cc2cc3ccoc3cc2oc1=O was read as inhibitors of VEEV inactive, H37Rv inhibition 16.8%, influenza NS1A -0.2%, tuberculosis growth 18.9% and PhoP GFP inhibition 3.4%.
For COc1ccc(/C=C/CN2CCN(Cc3ccc(C)cc3)C(CCO)C2)cc1 (stereo unspecified) the results were inhibitors of VEEV 0.6%, H37Rv inhibition 1.4%, influenza NS1A 15.3%, tuberculosis growth 43.3% and PhoP GFP inhibition 1.8%.
`O=C(C[n+]1ccccc1)Nc1ccccc1Br` gave inhibitors of VEEV 1.4%, H37Rv inhibition -0.8%, tuberculosis growth -6.7% and PhoP GFP inhibition 4.5%.
Screening CN(C)C(=O)On1c(-c2ccccc2)nc2ccc(Cl)cc21 returned inhibitors of VEEV 4.0%, H37Rv inhibition 0.4%, influenza NS1A 8.1%, tuberculosis growth 5.9% and PhoP GFP inhibition -3.7%.
`O=S(=O)(Cc1ccccc1)N1CCc2ccccc2C1` gave inhibitors of VEEV 2.7%, H37Rv inhibition 2.9%, influenza NS1A 6.2%, tuberculosis growth 18.8% and PhoP GFP inhibition -0.3%.
For COc1ccc(CNc2ncc(-c3ccc(Cl)cc3)n2C)c(OC)c1OC the results were inhibitors of VEEV inactive, H37Rv inhibition -2.9%, influenza NS1A 20.1%, tuberculosis growth 27.4% and PhoP GFP inhibition -0.9%.
Screening Cc1ccc2[nH]c(=O)c(C(c3nnnn3CCc3ccccc3)N3CCOCC3)cc2c1 (stereo unspecified) returned inhibitors of VEEV 2.9%, H37Rv inhibition 1.9%, influenza NS1A 3.5%, tuberculosis growth -7.8% and PhoP GFP inhibition -1.9%.
For CCOc1ccc2oc(C(=O)NC3CCN(Cc4ccccc4)CC3)c(C)c2c1 the results were inhibitors of VEEV 3.7%, H37Rv inhibition -1.1%, influenza NS1A 2.1%, tuberculosis growth 45.0% and PhoP GFP inhibition -0.6%.
For COc1ccc(CCNS(=O)(=O)c2ccc(Cl)cc2)cc1OC the results were inhibitors of VEEV 0.3%, H37Rv inhibition -2.1%, influenza NS1A -10.2%, tuberculosis growth 3.6% and PhoP GFP inhibition -3.9%.
For O=C(CSc1nnc(CNC(=O)c2ccco2)o1)NC1CCCC1 the results were inhibitors of VEEV inactive, H37Rv inhibition 2.5%, influenza NS1A 2.0%, tuberculosis growth 2.3% and PhoP GFP inhibition 4.3%.
Screening COC(=O)CC(=O)CSc1nc2c(cc1C#N)CCCCC2 returned inhibitors of VEEV 0.8%, H37Rv inhibition 12.2%, influenza NS1A -0.1%, tuberculosis growth -4.2% and PhoP GFP inhibition -5.4%.
Screening O=C(COc1ccccc1)N1CCN(C(=O)c2ccccc2F)CC1 returned inhibitors of VEEV 0.6%, H37Rv inhibition -3.5%, influenza NS1A 1.4%, tuberculosis growth -1.8% and PhoP GFP inhibition -10.6%.
`CCOCCCNc1c(CC)c(C)c(C#N)c2nc3ccccc3n12` gave inhibitors of VEEV inactive, H37Rv inhibition 31.0%, influenza NS1A -19.9%, tuberculosis growth -25.4% and PhoP GFP inhibition -2.9%.
`Cc1cc(C)nc(NS(=O)(=O)c2ccc(NC(=O)CSc3ncn[nH]3)cc2)n1` gave inhibitors of VEEV 0.9%, H37Rv inhibition 6.7%, influenza NS1A 4.5%, tuberculosis growth 6.9% and PhoP GFP inhibition -1.9%.
Cc1ccc(CNC(=O)c2cc3ccccc3oc2=O)cc1 was read as inhibitors of VEEV 1.8%, H37Rv inhibition 52.8%, influenza NS1A 15.4%, tuberculosis growth inconclusive and PhoP GFP inhibition 7.5%.
COc1ccc(NC(=O)COC(=O)c2cc(OC)c(OC)c(OC)c2)c([N+](=O)[O-])c1 was read as inhibitors of VEEV 0.6%, H37Rv inhibition -5.0%, influenza NS1A -0.7%, tuberculosis growth -9.5% and PhoP GFP inhibition 21.8%.
Screening CC1CCC2(CC1)NC(=O)N(NC(=O)CCc1c[nH]c3ccccc13)C2=O (stereo unspecified) returned inhibitors of VEEV 5.0% and influenza NS1A -7.5%.
For C/C(=N/NC(=O)c1ccncc1)c1cc2ccc(O)cc2oc1=O the results were inhibitors of VEEV 0.4%, H37Rv inhibition inconclusive, influenza NS1A 3.5% and PhoP GFP inhibition -166.1%.
For Oc1c(Cl)cc(Cl)cc1/C=N/NC(=S)NC1CC2C=CC1C2 (stereo unspecified) the results were inhibitors of VEEV 1.7%, H37Rv inhibition inconclusive, influenza NS1A -3.7%, tuberculosis growth inconclusive and PhoP GFP inhibition -0.4%.
For COc1ccc2oc(C(=O)OCC(=O)N3CCCCC3)c(C)c2c1 the results were inhibitors of VEEV 3.3%, H37Rv inhibition -3.7%, influenza NS1A -1.3%, tuberculosis growth 6.0% and PhoP GFP inhibition 4.7%.
CCOC(=O)N1CCC(c2cc(=O)n(-c3ccccc3)[nH]2)CC1 was read as inhibitors of VEEV 0.6%, H37Rv inhibition -0.7%, influenza NS1A -3.4%, tuberculosis growth 18.4% and PhoP GFP inhibition -10.2%.
CC[C@H](NC(=O)c1c(C)c(-c2ccccc2)nc2ccccc12)c1ccccc1 was read as inhibitors of VEEV 0.9%, H37Rv inhibition 9.5%, influenza NS1A 4.8%, tuberculosis growth 2.9% and PhoP GFP inhibition -17.4%.

Source: PubChem
